# BRCA1 expr act – activators of BRCA1 expression; MCF7-BRCA1-FFLuc reporter, luminescence, 48 h; response scale: scaled: vehicle 0%, 10 µM genistein 100%; Potency, µM (series often up to 46.1 µM), for inactives: at the top dose activation, actives largely listed as activators; 1.1% of 380,000 active; AID 624202; active = well fitted activation curve with a large enough effect; inconclusive = small, poorly fitted or top-dose-only effect; inactive = no such curve, though single readings can be large or run the other way; also: nearly all actives have a fitted effect of over 80% in size; some results filed as inactive show a strong effect at the top dose
#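 Luminescence from a BRCA1-driven firefly luciferase in MCF7 cells was the read-out, taken 15 min after substrate addition following 48 h compound exposure at 37 °C. Data were normalized to a 10 microM genistein control and DMSO vehicle.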
# * = called active by the depositor; ? = inconclusive; [ ] = another dose, or the depositor's remark. Potency is read from the fitted curve at half-maximal effect.
Molecule,BRCA1 expr act
CCCCN(C)CC(O)Cn1cc(/C=C/C(=O)c2ccc(Br)cc2)c2ccccc21 (stereo not given),-73%
CCc1nc2ccc(C(=O)Nc3cccc(OCC(=O)N(C)C)c3)cn2c1N(C)Cc1ccc(OC)cc1,-6%
O=C(Nc1ccc(F)c(Cl)c1)c1cc(C2CCCN(S(=O)(=O)c3ccccc3)C2)on1 (stereo not given),-30%
C=CCNC(=O)c1ccc2nc(-c3ccco3)c(-c3ccco3)nc2c1,9%
COCCn1c(SCC(=O)Nc2cc(Cl)ccc2OC)nc2c([nH]c3ccccc32)c1=O,14%
COc1ccc(-c2cc(C(F)(F)F)nc(NCCc3ccccc3)n2)cc1,40%
C[C@H]1CN([C@@H](C)CO)C(=O)CCCn2cc(nn2)CO[C@@H]1CN(C)C(=O)Oc1ccccc1,15%
O=C(NC1CCCCC1)C1c2ccccc2OCC(=O)N1Cc1ccco1 (stereo not given),5%
COc1ccc(CNCc2c(C(=O)O)n(Cc3ccc(F)cc3)c3cc(C)ccc23)cc1OC,-25%
CCOC(=O)[C@]12CCC=C1N(Cc1ccccc1)C(=O)[C@H](CC(=O)N1CCCCC1)C2,11%
CC(=O)Oc1ccc(Cn2c(C)c(C(=O)NCc3ccccc3C(F)(F)F)sc2=O)cc1,0%
O=[S+]([O-])([O-])c1ccc2c(c1)cc([S+](=O)([O-])[O-])c1nn(-c3ccc(/C=C/c4ccc(-n5nc6c([S+](=O)([O-])[O-])cc7cc([S+](=O)([O-])[O-])ccc7c6n5)cc4[S+](=O)([O-])[O-])c([S+](=O)([O-])[O-])c3)nc12,2%
CC1(C(=O)NS(=O)(=O)c2cccc(Cl)c2)CCN1C(=O)C/C=C/c1ccccc1 (stereo not given),-3%
CCCNC(=O)c1ccc2c(c1)N=C(CCC)c1ccccc1S2,-75%[inhibitor]
COc1ccc(C2CC(=O)Nc3c2c(=O)[nH]c2nc4ccccc4n32)cc1 (stereo not given),17%
COc1ccc(C(=O)c2sc3nc(-c4ccc(F)cc4)ccc3c2N)cc1,80%
CCCc1nc2ccc(Br)cn2c1Cc1cccc(Cl)c1,1%
CC1(C(=O)NS(=O)(=O)Cc2cccc(Cl)c2)CCN1C(=O)CCc1ccccc1 (stereo not given),3%
CCCCNC(=O)CCCn1c(=O)c2ccccc2n(CC(=O)Nc2ccccc2OCC)c1=O,7%
Cc1cccc(NC(=O)COc2ccccc2C(=O)Nc2ccccc2)c1,0%
O=C(Nc1nnc([C@@H]2C[C@H](O)[C@@H](CO)O2)s1)c1ccccc1Cl,39%
Cc1cccc(N2CCN(S(=O)(=O)c3cc(Br)cc4c3N(C(=O)C3CC3)CC4)CC2C)c1 (stereo not given),11%
CCOc1ccccc1NC(=O)Cn1c(=O)n(Cc2ccccc2)c(=O)c2c3c(sc21)CN(C(C)=O)CC3,4%
COc1ccc(CCNC(=O)CCCn2c(=O)c3ccccc3n(CC(=O)Nc3cc(Cl)ccc3C)c2=O)cc1OC,12%
COc1ccc(CCN2C(=O)COc3ccccc3C2C(=O)Nc2ccc3c(c2)OCCO3)cc1OC (stereo not given),15%
COc1ccc(C2CC(=O)Nc3c2c(=O)n(C)c2nc4ccccc4n32)cc1 (stereo not given),-13%
CCCN1CNc2c(c(=O)[nH]c(=S)n2CCc2cccs2)C1,5%
Cc1ccc2nc(-c3ccco3)c(CC3CCCCC3)n2c1,-3%
N#CCCn1cc(CNCc2cccnc2)c(-c2ccccc2)n1,3%
CCn1cc(C(=O)NCCN(CC(C)C)CC(C)C)c(=O)c2cc(S(=O)(=O)N(C)C3CCCCC3)ccc21,-2%
Cc1cc(SCC(=O)NCc2ccccc2)nc(=O)[nH]1,8%
CC1=C(C(=O)Nc2cccc(C(F)(F)F)c2)C(c2ccccc2)n2ncnc2N1 (stereo not given),-9%
CNC[C@H]1OCc2cnnn2CCCC(=O)N([C@H](C)CO)C[C@@H]1C,21%
COc1ccc(N2CC(NC(=O)Cc3cccs3)CC2=O)cc1OC (stereo not given),14%
Cc1ccccc1Cn1c(=O)n(CCc2ccccc2)c(=O)c2ccccc21,-1%
O=S(=O)(c1cccc(C(F)(F)F)c1)N1CCN(c2nc(-c3cccs3)nc3ccccc23)CC1,15%
O=C1NC[C@H](CCCCN2CCN(CCC3CCCCC3)C(=O)C2=O)N(CCc2ccc(O)cc2)C1=O,9%
Cc1ccc(C(O)c2ncc(-c3ccc(F)cc3)[nH]2)cc1F (stereo not given),4%
O=S(=O)(/N=C(/Sc1ccc(Cl)cc1)c1ccccc1)c1ccccc1,77%
COc1ccc(NC(=O)Cn2cnc3ccc(S(=O)(=O)N4CCC(C)CC4)cc3c2=O)cc1Cl,-4%
COc1ccccc1Nc1nn2c(=O)c3ccc(C(=O)Nc4ccc(F)cc4)cc3nc2s1,3%
CCn1c(=O)c2cc(C(=O)N(CCN(C)C)Cc3ccccc3)sc2c2ccccc21,-19%
CC1(C(=O)O)CCN1C(=O)c1ccccc1F (stereo not given),19%
Cc1ccc(-c2nc(C(=O)NCc3ccccc3Cl)c3n2CCCCC3)cc1,-49%
CC(=O)N1c2ccc(S(=O)(=O)N3CCCCCC3)cc2CC1C(=O)NCc1ccccc1C (stereo not given),-1%
CCCS(=O)(=O)NC(=O)C1(C)CCN(C(=O)c2ccc(OC)cc2)C1 (stereo not given),19%
C[C@H]1COc2cc(N3CC[C@H](O)C3)ccc2S(=O)(=O)N1,10%
COc1ccc(CN2C(=O)CCC2(C)c2nnnn2-c2c(C)cccc2C)cc1 (stereo not given),7%
Cc1ccc(-n2c3c(c(=O)[nH]c2=O)C(NC(=O)c2ccccc2F)(C(F)(F)F)C(=O)N3)cc1C (stereo not given),12%
COC(=O)c1ccc(N2C(c3cc(OC)cc(OC)c3)=Cc3ccc(-c4cnc(OC)nc4)cc3C2CC(=O)C2CC2)cc1 (stereo not given),-2%

# More entries follow:
Molecule,BRCA1 expr act
Cc1cccc(C)c1NS(=O)(=O)c1ccc(NS(=O)(=O)c2ccc3c(c2)OCCO3)cc1,-19%
c1ccc(N2CCN(c3ncnc4c3nc3n4CCCCC3)CC2)cc1,0%
Cn1cnc(S(=O)(=O)N2CCCCC2c2cc(C(=O)Nc3cccc(C#N)c3)no2)c1 (stereo not given),15%
C=C1NN(C(C)C(=O)O)C(=O)N1c1ccc(OCc2ccccc2)cc1 (stereo not given),0%
CCCCN1C(=O)C(=O)NC[C@H]1Cc1cccc2ccccc12,20%
COc1ccc(NC(=S)N2CCC3CC2c2cc(-c4ccc5c(c4)OCO5)ccc23)c(OC)c1 (stereo not given),-8%
OC(c1ccccc1)(c1nc(/C=C/c2ccc(C(F)(F)F)cc2)cs1)C(F)(F)F (stereo not given),-72%[inhibitor]
COC(=O)c1ccc2nc(-c3ccc(Cl)cc3)c(Cc3cccc(Cl)c3)n2c1,-5%
CC(C)Nc1nc(Nc2ccc(C#N)cc2)c2sccc2n1,-37%
COC(=O)c1cc(NC(=O)CCc2c(C)nc3nc(C)nn3c2C)cc(C(=O)OC)c1,0%
O=C(Nc1c(-c2ccc3c(c2)OCO3)[nH][nH]c1=O)c1ccc2c(c1)OCO2,1%
COc1ccc(Cc2c(-c3cccc(Br)c3)nc3cc(C)c(Br)c(C)n23)c(C)c1,-39%
Cc1ccc(-n2nnc(-c3nsc(NC(=O)c4ccccc4C)n3)c2C)cc1Cl,12%
Cc1ccccc1OCC(=O)Nc1ccc2[nH]c(=O)sc2c1,-12%
O=C(O)Cn1nncc1-c1ccc(C(F)(F)F)cc1,-14%
CCC(=O)N1CCC(C)(C(=O)Nc2ccc3c(c2)OCO3)C1 (stereo not given),14%
Cc1c(C(=O)NCc2ccc(F)cc2)sc(=O)n1Cc1ccccc1F,0%
CCOc1ccc(NC(=O)Cn2c(=O)n(CCCCC(=O)NCCc3ccc(Cl)cc3)c(=O)c3ccccc32)cc1,12%
COc1ccc(-c2cncc3nccn23)cc1OC,0%
Cc1cccc(-c2noc(-c3csc([C@@H]4C[C@H](O)[C@@H](CO)O4)n3)n2)c1,?
CCCCOc1ccc(CC(=O)NOC)cc1,20%
O=c1ccn([C@@H]2O[C@H](CNCc3c(OCc4ccccc4F)ccc4ccccc34)[C@@H](O)[C@H]2O)c(=O)[nH]1,-6%
COc1ccc(-c2cc(C(=O)NCc3ccc(C(F)(F)F)cc3)[nH]n2)c(C)c1,-5%
CCCCn1nnnc1C1(C)CCC(=O)N1Cc1ccc(C)cc1 (stereo not given),0%
CC1(C(=O)NCC2CC2)CCN1C(=O)C1(c2ccccc2)CC1 (stereo not given),9%
CCOC(=O)c1ccc(NC(=O)NCCOCCn2c(=O)oc3ccccc32)cc1,-24%
CCOC(=O)c1ccccc1NC(=O)c1cn(CC(C)C)c(=O)c2cc(OC)c(OC)cc12,1%
CC(NC(=O)CN1C(=O)COc2ccc(S(=O)(=O)N3CCCCCC3)cc21)c1ccccc1 (stereo not given),-4%
CCOC(=O)c1ccccc1NC(=O)c1cc2c(=O)oc3ccc(C)cc3c2s1,33%
COc1cccc(C(O)c2nc(-c3cnn(C)c3)cs2)c1 (stereo not given),-9%

# Compounds from the list above containing a furan ring, fused or not:
Molecule,BRCA1 expr act
C=CCNC(=O)c1ccc2nc(-c3ccco3)c(-c3ccco3)nc2c1,9%
O=C(NC1CCCCC1)C1c2ccccc2OCC(=O)N1Cc1ccco1 (stereo not given),5%
Cc1ccc2nc(-c3ccco3)c(CC3CCCCC3)n2c1,-3%

# Entries from the list above that contain an aryl thioether with sulfur outside any ring:
Molecule,BRCA1 expr act
COCCn1c(SCC(=O)Nc2cc(Cl)ccc2OC)nc2c([nH]c3ccccc32)c1=O,14%
Cc1cc(SCC(=O)NCc2ccccc2)nc(=O)[nH]1,8%

# Ordered by formula weight (smallest number first): three of the compounds above.
Molecule,BRCA1 expr act
O=C(Nc1c(-c2ccc3c(c2)OCO3)[nH][nH]c1=O)c1ccc2c(c1)OCO2,1%
COC(=O)c1ccc2nc(-c3ccc(Cl)cc3)c(Cc3cccc(Cl)c3)n2c1,-5%
CCOc1ccc(NC(=O)Cn2c(=O)n(CCCCC(=O)NCCc3ccc(Cl)cc3)c(=O)c3ccccc32)cc1,12%

# Next section:
Molecule,BRCA1 expr act
Cc1ccc2nc(CS)[nH]c2c1,0%
c1coc(CNc2nc[n+]3c4c2ncn4CC3)c1,-7%
COC(=O)c1cnc(Nc2nc(CN)cs2)nc1C(F)(F)F,23%
CCCCCn1c(=O)[nH]c2cc(C(=O)NCc3ccc(OC)cc3)ccc2c1=O,6%
CCc1ccccc1NC(=O)Cn1c(=O)n(CCCS(=O)(=O)C2CCCCC2)c(=O)c2ccccc21,3%
COc1ccc(Cn2c(CO)cnc2SCc2ccc(F)cc2)cc1,74%
COc1ccc(Cl)cc1-c1cc(C(=O)NCc2cccs2)[nH]n1,0%
Cc1cnc(C)cn1,-3%
Cc1ccc2oc(=O)n(CCNC(=O)Nc3ccccc3C)c2c1,-1%
CCCC(=O)N1CCC1(C)C(=O)Nc1cc(OC)c(OC)c(OC)c1 (stereo not given),14%
COc1cc(C(O)c2nc(-c3cccc(F)c3)cs2)ccc1F (stereo not given),-19%
Cc1noc(C)c1C(=O)N1CCC1(C)C(=O)NS(=O)(=O)c1cccc(F)c1 (stereo not given),4%
COc1ccc(OC)c(NC(=O)c2nc(S(=O)(=O)Cc3ccccc3F)ncc2Cl)c1,-35%
CNc1ccc(Cl)cc1S(=O)(=O)c1ccccc1[N+](=O)[O-],-17%
COc1ccccc1-c1nn2c(-c3cc(C)[nH]n3)nnc2s1,10%
NC(CO)c1csc(Nc2ccc(C(F)(F)F)cn2)n1 (stereo not given),-12%
Cc1ccc(Cc2nc3ccccc3nc2SCC(=O)NCCc2ccccc2)cc1,6%
COc1ccc(N2C(=O)CSC23C(=O)N(Cc2cccc(F)c2)c2ccccc23)cc1Cl (stereo not given),-50%
CC1(C(=O)NCc2ccccc2)Cc2c(-c3cccc(C(F)(F)F)c3)ccnc2O1 (stereo not given),-39%
COc1ccc([C@H]2C[C@@H](O)C[C@@H](CCn3cc(-c4ccccc4)nn3)O2)cc1,9%
O=C(CN1C(=O)CCSc2ccccc21)Nc1ccc(C(F)(F)F)cc1,-10%
C[C@H]1COc2cccc(N3CCC[C@@H]3CO)c2S(=O)(=O)N1,0%
CCCS(=O)(=O)NC(=O)C1(C)CCN(C(=O)c2c(C)noc2C)C1 (stereo not given),6%
CCN(C(=O)c1cc2c(=O)oc3ccccc3c2s1)c1ccc(C)c(C)c1,10%
CCCCn1nnnc1C(c1cc2ccccc2o1)N1CCN(C(=O)OC(C)(C)C)CC1 (stereo not given),0%
OC(c1cccc(Cl)c1)c1nc(-c2csc3ccccc23)cs1 (stereo not given),-6%
Cn1nc(C(C)(C)C)cc1C(=O)N1CCCCC1c1cc(C(=O)Nc2ccc3c(c2)OCO3)no1 (stereo not given),-24%
CCC(Cc1ccccc1)NC(=O)CN1C(=O)COc2ccc(S(=O)(=O)N3CCCCCC3)cc21 (stereo not given),0%
COc1cccc(/C=c2/[nH]c(=O)/c(=C\c3cccc(OC)c3OC)[nH]c2=O)c1OC,-4%
Cc1ccc(-n2ncc3c(Nc4cccc(C)c4)ncnc32)cc1,2.8µM*
CCOC(=O)C1(C)CCN1C(=O)c1ccccc1Br (stereo not given),0%
CCc1ccc2cc(C)cc(C)c2n1,5%

# An excerpt; the hit share may differ from the screen's.
